Compound activity as filed in PubChem BioAssay.
PGK inhibitor: T. brucei PGK inhibition. P07378. PGK/GAPDH coupled, Kinase-Glo luminescence, 60 min. Potency, µM (titrated, usually from 57.5 µM), for the others: at the highest dose activity change, negative = inhibition, most hits filed as inhibitors. 380,000 tested, 0.043% active. AID 602233; further: on the % scale 0 is the no-effect control and ±100 the full control effect; nearly all actives have a fitted effect of over 60% in size
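Recombinant glycosomal PGK reaction used 1,3-bisphosphoglycerate generated in-well by GAPDH (100nM final) in 100mM TEA pH 7.6, 5mM MgCl2, 0.01% Tween-20. After 60 minutes at room temperature, ATP was read by Kinase-Glo Plus luminescence end-point.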
HP1b binding inh: HP1-beta chromodomain-methylated histone interaction inhibition; P83916; AlphaScreen HP1-beta / biotin-H3K9me3 peptide binding; Potency, µM (doses to about 114 µM), inactives show at the top dose activity change, negative = inhibition, actives largely listed as inhibitors; 390,000 tested, 0.56% active; AID 540317; further: nearly all actives have a fitted effect of over 70% in size; inactives centre near 23
Target sequence (P83916 whole entry, looked up): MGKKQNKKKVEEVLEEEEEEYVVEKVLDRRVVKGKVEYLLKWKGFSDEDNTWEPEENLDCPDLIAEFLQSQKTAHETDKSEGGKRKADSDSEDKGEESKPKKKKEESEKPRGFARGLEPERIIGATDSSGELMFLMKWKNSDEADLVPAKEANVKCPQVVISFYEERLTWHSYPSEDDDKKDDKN
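AlphaScreen: HP1-beta (50 nM) preformed 30 min with biotin-H3(1-18)K9me3 peptide (50 nM) in PBS pH 7.4, 0.01% Tween-20. Compound added for 30 min at RT, then streptavidin donor/nickel chelate acceptor beads (10 ug/mL) for 30 min.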
ERG-DNA inh: blocks human ERG Ets domain binding to DNA | P11308 | fluorescence polarization, His-ERG Ets domain / labelled DNA | Potency, µM (highest dose often 76.9 µM), inactives show at the highest dose FP activity, negative = inhibition, actives largely listed as inhibitors | 370,000 tested, 0.028% active | AID 624246; active means well fitted inhibition curve with a large enough effect in the polarisation, with a control signal flat; inconclusive means small, poorly fitted or top-dose-only effect, or effect the other way, or a change in a side signal; inactive means no such curve, though single readings can be large or run the other way; the % refers to the polarisation;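 further: polarization taken with two DNA probes labelled with fluorescein and Texas red; % of control where 0% means no effect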
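His-tagged ERG Ets domain (1 uM in the protein solution; 300mM KCl, 50mM Tris-HCl, 1mM EDTA, 1mM DTT, pH 7.5) received compound, then a probe mix of 5 nM fluorescein-DNA and 100nM Texas-615-DNA. Fluorescence polarization was read for both dyes.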
RGS4 inh: human RGS4 inhibition | P49798 | Transcreener GDP fluorescence polarization, RGS4-accelerated GTP hydrolysis | Potency, µM (titrated, usually from 114 µM), without a hit: at the highest dose activity change, negative = inhibition, hits mostly inhibitors | 390,000 tested, 0.039% active; further: on the % scale 0 is the no-effect control and ±100 the full control effect; nearly all actives have a fitted effect of over 75% in size; some results filed as inactive show a strong effect at the top dose
Target sequence (P49798 whole entry, looked up): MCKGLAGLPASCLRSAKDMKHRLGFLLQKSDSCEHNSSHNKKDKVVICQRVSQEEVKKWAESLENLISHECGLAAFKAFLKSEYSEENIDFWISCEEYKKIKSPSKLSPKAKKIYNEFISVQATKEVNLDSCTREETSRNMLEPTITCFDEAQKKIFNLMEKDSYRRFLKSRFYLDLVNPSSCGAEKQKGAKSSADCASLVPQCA
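MLSMR compounds (23 nl, pin-transferred) preincubated 10 min at room temperature with a 500nM (2x) first reagent, then RGS4 at 900nM (2x) plus Transcreener GDP mix added; fluorescence polarization (620/688 nm) read before and after 90 min at 30 °C.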
Pin1 inh: blocks the human prolyl isomerase Pin1; Pin1 FP peptide displacement, HiFluor488, 10 min; Potency, µM (series often up to 115 µM), without a hit: at the highest dose activity, negative = inhibition, actives largely listed as inhibitors; 390,000 tested, 0.009% active; active means well fitted inhibition curve with a large enough effect in the polarisation, with a control signal flat, not every such curve was filed as active; inconclusive means small, poorly fitted or top-dose-only effect, or effect the other way, or a change in a side signal; inactive means no such curve, though single readings can be large or run the other way; the % refers to the polarisation; further: on the % scale 0 is the no-effect control and ±100 the full control effect
Target sequence (Q13526 whole entry, looked up): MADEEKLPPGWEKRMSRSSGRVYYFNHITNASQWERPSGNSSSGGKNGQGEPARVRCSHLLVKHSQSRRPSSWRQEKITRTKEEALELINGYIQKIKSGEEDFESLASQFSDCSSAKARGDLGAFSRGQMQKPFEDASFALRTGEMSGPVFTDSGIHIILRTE
GLS inh: glutaminase GLS (human) inhibition. Potency, µM (top dose mostly 45.5 µM), without a hit: at the highest dose activity change, negative = inhibition, actives largely listed as inhibitors. GLS enzymatic activity, qHTS titration. O94925. 410,000 tested, 0.21% active; further: on the % scale 0 is the no-effect control and ±100 the full control effect
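Human kidney-isoform GLS in 45 mM KH2PO4 pH 8.2, 0.02% Tween-20, with compound, started with 1mM L-Glutamine (added stock). Glutamate oxidase/HRP/Amplex red coupled fluorescence read at start and after 30 min at RT.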
JMJD2A Tudor: blocks the human JMJD2A Tudor domain; O75164; Potency, µM (titrated, usually from 114 µM), inactives show at the highest dose activity change, negative = inhibition, most hits filed as inhibitors; 390,000 tested, 4.4% active; AlphaScreen JMJD2A-Tudor / H3K4me3 peptide binding; AID 504339; further: on the % scale 0 is the no-effect control and ±100 the full control effect; nearly all actives have a fitted effect of over 50% in size
ALOX12 inh: inhibitors of human 12S-lipoxygenase ALOX12; purified 12hLO, xylenol orange hydroperoxide absorbance; AID 1671190; P18054; 580,000 tested, 1.1% active; Potency, µM (highest dose often 108 µM), for the others: at the top dose activity change, negative = inhibition, hits mostly inhibitors; further: on the % scale 0 is the no-effect control and ±100 the full control effect
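Purified human 12hLO at 150 nM in 25 mM Hepes, 0.01% Triton X-100, pH 7.0, preincubated 15 min at room temperature with compound. Reaction started with 40 uM arachidonic acid, 30 min at room temperature. Hydroperoxide measured by Fe-xylenol orange, 573/405 nm absorbance ratio.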
rTrxR1 inhibitor: blocks rat thioredoxin reductase 1 | recombinant rTrxR1, NADPH fluorescence consumption, selenite substrate | O89049 | Potency, µM (highest dose often 114 µM), without a hit: top-dose activity change, negative = inhibition, hits mostly inhibitors | 390,000 tested, 1% active; further: on the % scale 0 is the no-effect control and ±100 the full control effect; nearly all actives have a fitted effect of over 65% in size
Target sequence (O89049 whole entry, looked up): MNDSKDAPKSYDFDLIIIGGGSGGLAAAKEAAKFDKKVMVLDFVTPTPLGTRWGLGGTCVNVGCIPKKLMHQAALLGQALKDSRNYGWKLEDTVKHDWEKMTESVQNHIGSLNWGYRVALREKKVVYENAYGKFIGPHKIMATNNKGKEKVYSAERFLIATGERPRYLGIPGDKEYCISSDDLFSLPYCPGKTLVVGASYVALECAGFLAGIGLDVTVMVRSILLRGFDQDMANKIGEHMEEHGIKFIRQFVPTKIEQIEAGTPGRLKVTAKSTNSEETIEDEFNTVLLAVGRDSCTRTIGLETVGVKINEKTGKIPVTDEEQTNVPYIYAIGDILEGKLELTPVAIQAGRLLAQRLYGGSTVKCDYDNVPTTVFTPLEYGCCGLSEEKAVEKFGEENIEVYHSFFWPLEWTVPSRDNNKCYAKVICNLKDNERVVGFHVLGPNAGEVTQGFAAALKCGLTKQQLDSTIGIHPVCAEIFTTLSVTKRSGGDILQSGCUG
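Rat TrxR1 (90 nM in the dispensed reagent) was pre-reduced with 400 uM NADPH for 5 min at room temperature, then incubated with compound for 15 min. After 400 uM selenite was added, NADPH fluorescence (Ex 340/Em 450 nm) was followed for 8 min.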
An asterisk follows results filed as active; i = inactive; ? = inconclusive; . = no result given; [ ] = another dose, or the depositor's remark. Unless noted, the call rests on the fitted dose curve; in most records, active means well fitted curve in the direction sought with a large enough effect; inconclusive means small, poorly fitted or top-dose-only effect, or another doubt; inactive means no such curve, though single readings can be large; an effect the other way counts as inactive or inconclusive. Potency means the concentration at half of the fitted maximal effect.

SMILES	PGK inhibitor	HP1b binding inh	ERG-DNA inh	RGS4 inh	Pin1 inh	GLS inh	JMJD2A Tudor	ALOX12 inh	rTrxR1 inhibitor
O=C(CN1C(=O)NC2(CCCC2)C1=O)Nc1cccc(-c2nnc3n2CCCCC3)c1	-6%	-3%	-11%	-13%[11.4 µM]	0%	-17%	-10%[11.4 µM]	0%	12%[57.1 µM]
CS(=O)(=O)N(CC(=O)NCCSC1CCCCC1)c1cccc(F)c1	-2%	42%[activator]	-3%	-31%	-1%	-4%	-1%	0%	-9%
CC1=NN(c2ccccc2)C(=O)/C1=C/c1cn(C)c2ccccc12	i	11µM*	10%	-16%	6%	0%	6.3µM*	15%	14%[11.4 µM]
Cc1ccccc1NS(=O)(=O)c1ccc2[nH]cc(C(=O)NCCCN3CCOCC3)c(=O)c2c1	-5%	13%	-5%	10%	2%	10%	-13%	?	-16%
Cc1c(NC(=O)CN2CCN(c3ccccc3)CC2)c(=O)n(-c2ccccc2)n1C	-2%	32%	2%	9%	3%	27%	-14%	0%	0%
OCCC1CN(Cc2cnc(-c3cccc4ccccc34)nc2)CCN1C1CCCCC1 (configuration not stated)	i	2%	3%	25%	2%	14%	-21%	-9%	16%
O=C(Nc1ccc(F)cc1)NC1(C(=O)NCc2cccs2)CCCCC1	-10%	-3%	.	-17%	2%	18%	-8%	-9%	44%[activator]
Clc1ccc2c(N/N=C/c3ccccc3Br)ccnc2c1	-1%	4%	-4%	-45%	4%	-1%	?	?	-3%
Cc1c(Cl)cnc(NC(=O)COC(=O)c2ccc3ncsc3c2)c1Cl	i	0%	18%	-5%	15%	0%	?	?	15%
COCCCNC(=O)c1c[nH]c2ccc(S(=O)(=O)N3CCc4ccccc43)cc2c1=O	-4%	39%	0%	-14%	3%	5%	-11%	-26%	14%[57.1 µM]
Cc1cc(C)c(S(=O)(=O)N2CCN(C(=O)C(C)Cn3nc(C)nc3C)CC2)c(C)c1 (configuration not stated)	-11%	43%[activator]	-17%	10%	-6%	0%	-4%	-7%	0%[57.1 µM]
COc1ccc(C(=O)Nc2ccc(S(=O)(=O)Nc3nccc(C)n3)cc2)cc1OC	-12%	18%	8%	-48%	-2%	3%	3%	?	1%
CC(=O)Nc1ccc(C(=O)OCC(=O)Nc2ccc([N+](=O)[O-])cc2C(F)(F)F)cc1	5%	18%	7%	3%	-10%	-4%	-7%	-12%	6%
COc1ccc(C(=O)C2CCCN(Cc3ccc4nonc4c3)C2)cc1OC (configuration not stated)	0%	23%	-4%	-2%	-5%	4%	-20%	0%	24%
Cc1ccc(Cl)cc1N1CCN(C(=O)C2CCN(S(=O)(=O)c3cnc[nH]3)CC2)CC1	-1%	29%	-7%	-43%	-4%	-1%	-5%	0%	-13%
CC(=O)c1nn(-c2cccc(Br)c2)cc1C(=O)c1ccc(Br)cc1	0%	63%[activator]	3%	3%	-3%	3%	-7%	0%	-1%
COc1ccc2c(C)c(CCC(=O)NCc3ccc(OC)c(OC)c3)c(=O)oc2c1	i	90%[activator]	-1%	-14%	-1%	-10%	-14%	-14%	14%
CC(=O)NCc1ccc(S(=O)(=O)N2CCCN(C)CC2)cc1	-7%	4%	5%	-44%[56.9 µM]	-4%	?	25µM*	0%	15%
Cc1ccc(CCN2CC(C(=O)NCCCN3CCC(C)CC3)CC2=O)cc1 (configuration not stated)	-3%	-11%	-6%	-27%[56.9 µM]	-2%	21%	?	0%	2%[57.1 µM]
O=C(Cc1cccc(C(F)(F)F)c1)Nc1cc(S(=O)(=O)N2CCOCC2)ccc1N1CCCC1	11%	39%	1%	8%	?	8%	-18%	329%[activator]	6%
CCCCn1c(N)c(N(CCOC)C(=O)c2cnccn2)c(=O)[nH]c1=O	0%	24%	-6%	3%	-13%	-9%	2%	1%	12%
Cc1cccc(-c2nnc(SCc3cc(=O)[nH]c4ccccc34)n2C)c1	22%	-7%	-5%	-14%	-4%	20%	-17%	0%	-2%
CNc1ccc(C(=O)N2CCN(S(=O)(=O)c3ccc4c(c3)OCCCO4)CC2)cc1[N+](=O)[O-]	-7%	8%	8%	11%	11%	38%[activator]	-21%	?	5%
COc1ccc(-c2csc(=Nc3ccccc3)n2CCO)cc1F	-9%	?	0%	-29%	-4%	5%	40µM*	?	-6%
Cc1cc(C)c(S(=O)(=O)c2ccccc2C)c(Oc2ccccc2)n1	0%	61%[activator]	-6%	9%	0%	1%	17%	16%	14%

Reprinted from the results shown for reference:
SMILES	PGK inhibitor	HP1b binding inh	ERG-DNA inh	RGS4 inh	Pin1 inh	GLS inh	JMJD2A Tudor	ALOX12 inh	rTrxR1 inhibitor
O=C(CN1C(=O)NC2(CCCC2)C1=O)Nc1cccc(-c2nnc3n2CCCCC3)c1	-6%	-3%	-11%	-13%[11.4 µM]	0%	-17%	-10%[11.4 µM]	0%	12%[57.1 µM]
CS(=O)(=O)N(CC(=O)NCCSC1CCCCC1)c1cccc(F)c1	-2%	42%[activator]	-3%	-31%	-1%	-4%	-1%	0%	-9%

The list goes on.
SMILES	PGK inhibitor	HP1b binding inh	ERG-DNA inh	RGS4 inh	Pin1 inh	GLS inh	JMJD2A Tudor	ALOX12 inh	rTrxR1 inhibitor
CCc1cccc(C)c1NC(=O)C1CN(S(=O)(=O)c2ccccc2)CCN1S(=O)(=O)c1ccccc1 (configuration not stated)	-3%	22%	-10%	-11%	4%	-5%	1%	-14%	-5%
Nc1c(C(=O)OCC(=O)Nc2ccc(OC(F)F)cc2)[nH]c(=O)[nH]c1=O	-4%	46%[activator]	-2%	-44%	2%	52%[activator]	6%	18%	3%
Cc1ccc(C(=O)COC(=O)COc2ccc(C)c(C)c2)cc1	2%	118%[activator]	-1%	3%	?	-3%	80%[activator]	12%	28%
COc1ccccc1CNC(=O)c1c(-c2ccccc2)nn(-c2ccccc2)c1C	6%	-7%	-4%	-14%	2%	0%	-33%	0%	6%
Cc1cc(S(=O)(=O)C(CNC(=O)COc2ccc(Cl)cc2)c2cccs2)ccc1F (configuration not stated)	i	39%[activator]	0%	8%	16%	2%	-16%	0%	1%[57.1 µM]
CC1(C(=O)OCC(=O)Nc2ccc(Cl)cn2)CC1(Cl)Cl (configuration not stated)	0%	42%[activator]	-3%	16%	-6%	1%	5%	-13%	19%
CN1CCN(CCCNC(=O)c2ccc(/C=C3\Sc4ccccc4N(Cc4ccccc4F)C3=O)cc2)CC1	0%	10%	2%	-26%[56.9 µM]	6%	-5%	?	?	-3%[57.1 µM]
Cc1cccc(CN2C(=O)c3ccccc3S(=O)(=O)c3ccc(C(=O)NC4CCCCC4)cc32)c1	9%	38%	4%	6%	23%	-1%	-11%	0%	29%
CC(=O)Nc1ccc(-c2sc(Nc3ccccc3)n[n+]2C)cc1	-1%	42%[activator]	6%	5%	-1%	-1%	-15%	-20%	20%[57.1 µM]
CC(C)COc1ccc(C(=O)Nc2cccc(-c3nc4ccccc4[nH]3)c2)cc1	i	21%	0%	-2%	19%	-8%	-16%	-16%	4%
CSc1nnc(C)c(=O)n1COC(=O)/C=C/c1ccc2c(c1)OCO2	0%	16%	0%	6%	4%	3%	-22%	-19%	?
CN1C(=O)c2ccc(NC(=O)c3ccc(N4CCCCC4)c([N+](=O)[O-])c3)cc2C1=O	-6%	24%	-8%	2%	-4%	-3%	-10%	-20%	-16%
Cn1c2ccccc2c2c(C(=O)N3CCN(c4ccccn4)CC3)cn(C3CCCC3)c(=O)c21	-7%	-21%	-7%	-7%	6%	5%	?	0%[57.4 µM]	0%
CCOc1ccc(CCNC(=O)Cn2nnc(-c3ccccc3)n2)cc1OCC	-8%	19%	-1%	-2%	18%	3%	-16%	-10%	-1%
O=C(CCSc1ccccn1)Nc1ccc(Br)cc1	-1%	54%[activator]	12%	8%	-3%	1%	12%	-23%	4%[57.1 µM]
CC(C)(O)C#Cc1ccc(CN2CCN(C3CCCCC3)C(CCO)C2)cc1 (configuration not stated)	5%	37%	11%	-17%[11.4 µM]	-5%	13%	3%	-3%	-19%
CCC(C(=O)O)N1C(=O)C2CCCCC2C1=O (configuration not stated)	6%	28%	6%	12%	2%	3%	-4%	7%	20%
CC(=O)Nc1ccc(NC(=O)c2c(-c3ccccc3Cl)noc2C)cc1	-8%	26%	-5%	2%	0%	-7%	-11%	-1%	24%[57.1 µM]
CCOC(=O)c1c(C)[nH]c(C(=O)OCC(=O)N(CC(C)C)c2c(N)n(Cc3ccccc3)c(=O)[nH]c2=O)c1C	i	32%	4%	-27%	?	-13%	-21%	-27%	5%
Cc1cc(C)cc(C(=O)Nc2nc3ccccc3[nH]2)c1	-4%	97%[activator]	8%	-24%	0%	-15%	-13%	-17%	1%[57.1 µM]
O=C(C/C=N/OCc1c(Cl)cccc1Cl)c1ccccc1	i	?	9%	-11%	11%	-6%	78%[activator]	0%	-27%
COc1ccc(NC(=O)COC(=O)C2CCN(C(=O)c3ccc(Cl)cc3)CC2)c([N+](=O)[O-])c1	-1%	-11%[57 µM]	0%	-4%	-5%	-1%	?	-30%	12%[57.1 µM]
COc1ccc(-c2csc(NC(=O)C3CC(=O)N(Cc4ccccc4)C3)n2)cc1OC (configuration not stated)	-9%	-24%	12%	-5%	12%	5%	?	?	-4%
CCN(c1ccccc1)S(=O)(=O)c1ccc(F)cc1C	-1%	106%[activator]	0%	-35%	3%	4%	54%[activator]	-18%	16%
Cc1cc(SCc2ccccc2F)nc(=O)[nH]1	1%	49%[activator]	-1%	-6%	0%	-1%	4%	37%[activator]	3%
O=C(Nc1ccccc1)Nc1nnc(SCc2ccc(Cl)cc2)s1	-7%	38%	-10%	-15%	0%	2%	-10%	-4%	23%

This is a subset (hit frequency here may not be typical).
